Screening results: PubChem BioAssay, National Center for Advancing Translational Sciences (NCATS)
Cycloheximide cs = counter-screen for Shiga toxin inhibitors: cycloheximide protein synthesis inhibition; hit rate 12% among 300,000; max response, %; cell reporter, cycloheximide protein synthesis inhibition counterscreen; in the data active means max response mostly above about 13%, no sharp cut-off; inactive means mostly below about 14%; further: read at 38.3 µM for the half of the compounds with a filed dose; 0% is about no effect
LmPK inhibitor = blocks Leishmania mexicana pyruvate kinase activity | Q27686 | purified LmPK, Kinase-Glo ATP luminescence, 1 h | Potency, µM (top dose mostly 57.5 µM), without a hit: at the highest dose activity change, negative = inhibition, most hits filed as inhibitors | hit rate 0.37% among 290,000; further: potency means the concentration at half of the fitted maximal effect; on the % scale 0 is the no-effect control and ±100 the full control effect
Target sequence (Q27686 whole entry, looked up): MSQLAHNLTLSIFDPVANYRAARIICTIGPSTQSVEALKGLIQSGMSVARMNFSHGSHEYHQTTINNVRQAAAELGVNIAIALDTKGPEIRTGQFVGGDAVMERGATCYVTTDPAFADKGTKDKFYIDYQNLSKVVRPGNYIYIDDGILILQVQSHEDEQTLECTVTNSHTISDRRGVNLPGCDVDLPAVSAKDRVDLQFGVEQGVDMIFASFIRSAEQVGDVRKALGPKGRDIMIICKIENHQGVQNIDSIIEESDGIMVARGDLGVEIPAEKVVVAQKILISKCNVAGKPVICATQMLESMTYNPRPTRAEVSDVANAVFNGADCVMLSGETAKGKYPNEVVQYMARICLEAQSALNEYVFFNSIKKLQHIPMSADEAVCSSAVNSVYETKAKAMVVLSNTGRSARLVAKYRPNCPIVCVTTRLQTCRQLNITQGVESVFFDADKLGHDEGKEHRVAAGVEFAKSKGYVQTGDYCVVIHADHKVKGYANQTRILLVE
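Kinase-Glo luminescence read after 1 h RT reaction of 0.1 nM LmPK with 0.5 mM PEP and 0.1 mM ADP. Activity scaled between uninhibited and enzyme-free controls.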
HCV inh = HCV inhibition. Huh7.5.1 HCVcc-Cre infection, luciferase reporter, 44 h. AID 651820. hit rate 3.4% among 340,000. Potency, µM (highest dose often 41.8 µM), inactives show at the highest dose activity change, negative = inhibition, most hits filed as inhibitors; further: potency means the concentration at half of the fitted maximal effect; on the % scale 0 is the no-effect control and ±100 the full control effect
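Whole-lifecycle infectious HCVcc-Cre system; cells 1,000/well, compound then virus (~0.5 moi) added 4 h after plating, 44 h culture. Luciferase read 15 sec following 15 min substrate incubation, room temp.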
TbPYK inhibitor = T. brucei pyruvate kinase inhibition; TbPYK enzyme, Kinase-Glo Plus ATP luminescence, 45 min; hit rate 0.12% among 410,000; Potency, µM (series often up to 76.8 µM), for the others: at the top dose activity, negative = inhibition, hits mostly inhibitors; AID 624173; further: potency means the concentration at half of the fitted maximal effect; on the % scale 0 is the no-effect control and ±100 the full control effect; nearly all actives have a fitted effect of over 50% in size
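Activity of T. brucei pyruvate kinase was followed by Kinase-Glo Plus luminescence after the enzyme reacted 45 min at room temperature with 130 uM ADP (final) and substrate. Test compounds were added before ADP at multiple concentrations.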
Shiga toxin inh = inhibitors of Shiga toxin in Vero cells; Vero cells, Shiga toxin protein synthesis inhibition reporter; inhibition, % at 38.7 µM; hit rate 9.2% among 290,000; AID 2315; in the data active means inhibition mostly above about 28%, no sharp cut-off; inactive means mostly below about 43%; further: 0% is about no effect
Pf growth 96h = inhibits malaria parasite growth, 96 h; P. falciparum luciferase reporter growth, 96 h; Potency, µM (series often up to 28.7 µM), inactives show at the top dose activity change, negative = inhibition, actives largely listed as inhibitors; hit rate 6.9% among 320,000; AID 504834; further: potency means the concentration at half of the fitted maximal effect; on the % scale 0 is the no-effect control and ±100 the full control effect
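Plates of compound plus infected erythrocytes (2% hematocrit, 0.05% parasitemia final) incubate 96 hours, 37 C, 5% CO2. Detection reagent added; reduced luminescence from the parasites' luciferase reporter flags inhibition.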
Pf growth 48h = P. falciparum growth inhibition at 48 hours (one generation) | AID 504832 | P. falciparum luciferase growth in erythrocytes, 48 h | Potency, µM (titrated, usually from 28.7 µM), inactives show top-dose activity change, negative = inhibition, usual class: inhibitors | hit rate 5.9% among 310,000; further: potency means the concentration at half of the fitted maximal effect; on the % scale 0 is the no-effect control and ±100 the full control effect
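Luciferase-expressing P. falciparum in infected erythrocytes (2% hematocrit, 0.1% parasitemia final) in RPMI 1640/0.5% Albumax were exposed to compound for 48 hours at 37 C, 5% CO2; growth read as luminescence.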
An asterisk follows results filed as active; ? = inconclusive; · = no result given; & = joins results of further samples; [ ] = remark or other dose. Unless noted, the call rests on the fitted dose curve; in most records, active means well fitted curve in the direction sought with a large enough effect; inconclusive means small, poorly fitted or top-dose-only effect, or another doubt; inactive means no such curve, though single readings can be large; an effect the other way counts as inactive or inconclusive.

SMILES	Cycloheximide cs	LmPK inhibitor	HCV inh	TbPYK inhibitor	Shiga toxin inh	Pf growth 96h	Pf growth 48h
COc1ccc2cc(/C=N/NC(=O)CN(c3ccccc3C)S(=O)(=O)c3ccccc3)c(Cl)nc2c1	0	3%	10%	-19%	5	-2%	0%
O=C(CCS(=O)(=O)c1ccccc1)Nc1nc(-c2ccc(F)cc2)cs1	1	6%	-10%	-5%	-6	-5%	-13%
Cc1cnn(-c2nc(-c3cccs3)cc(C(F)(F)F)n2)c1	-4	10%	10µM*	-6%	-15	?	-3%
O=C(O)[C@@H]1CC(O)CN1C(=O)CCc1c[nH]c2ccccc12 (some centres not stated)	3	5%	27%	-18%	22	0%	0%
CC(C)CN1CCN(Cc2ccc(C(F)(F)F)cc2)CC1CCO (configuration not stated)	1	2%	?	1%	14	-18%	-4%
CC1(C)CC(=O)C(N=Nc2ccc(C(F)(F)F)cc2[N+](=O)[O-])=C(O)C1	-1	4%	-31%	1%	-12	-20%	?
CC(Oc1cc2oc(=O)c3c(c2cc1Cl)CCC3)C(=O)NCCCn1ccnc1 (configuration not stated)	-4	-11%	-5%	9%	-12	?	7%
COc1cc(Nc2ccc(C)cc2)c([N+](=O)[O-])nc1[N+](=O)[O-]	-2	2%	-8%	-1%	9	25%	?
CCOC(=O)CN1C(=O)C(O)(CC(=O)c2ccccn2)c2ccccc21 (configuration not stated)	1	1%	4%	-2%	-14	-16%	·
O=c1[nH]nnc2sc3c(c12)CCCC3	-3	-7%	3%	-12%	-3	·	10%
COc1ccc(C2CC(c3cccs3)=NN2C(=O)CSc2nnnn2C)cc1OC (configuration not stated)	-5	0%	-16%	6%	-16	12µM*	?
CCN1C(=O)[C@H]2[C@@H](c3ccc(C)cc3)N3C(=O)N(c4cccc(Cl)c4)C(=O)[C@@]3(C)[C@H]2C1=O	·	·	-15%	-4%	·	-16%	?
COCC(C)NC(=S)N1CCN(c2ccccc2Cl)CC1 (configuration not stated)	7	-3%	-2%	2%	27	-12%	57%[activator]
CCC(c1nnc(SCC(=O)NCCc2ccc(OC)c(OC)c2)n1Cc1ccccc1)N(C)C (configuration not stated)	-2	4%	10%	-10%	-9	?	?
COc1ccc(CCNC(=O)C2CC(c3c(Cl)cccc3Cl)=NO2)cc1 (configuration not stated)	9	0%	?	0%	-4	1%	-8%
COc1cccc(CN2CCN(c3ncccn3)CC2)c1OC	-2	1%	6%	10%	-5	0%	-4%
CCCCN(CCCC)S(=O)(=O)c1ccc(NC(=O)c2ccc([N+](=O)[O-])cc2Cl)cc1	11	0%	?	-3%	-13	1%	?
CN(C)c1ccc(NC(=O)c2ccc(Cn3cc([N+](=O)[O-])cn3)cc2)cc1	50*	-3%	?	-22%	108*	9%	17%
Cc1ccccc1C(=O)NCCn1cc(SCC(=O)NCC2CCCO2)c2ccccc21 (configuration not stated)	-2	6%	?	-7%	-7	6%	?
Cn1nc(-c2ccccc2)c(CO)c1Oc1ccc(F)cc1	18*	-5%	-24%	-22%	21	-2%	-9%
Cc1cc(C)nc(-n2nc(C)c(C3(O)C(=O)Nc4ccccc43)c2N)n1 (configuration not stated)	-3	-3%	15%	-2%	-4	?	8%
CCOC(=O)c1c(N)sc(C(=O)OC)c1C	17	2%	?	-1%	40	50%	42%[activator]
CCc1ccccc1Nc1ncnc2ccccc12	12	-4%	?	0%	2	27%	-2%
N#Cc1c(N)nc2c(c1-c1cccs1)CCCC2	1	2%	-11%	6%	-11	17%	6%
CC(C)c1ccc(CNCc2ccccc2)cc1	32*	-2%	-10%	-7%	60*	-28%	20%
Next section:
SMILES	Cycloheximide cs	LmPK inhibitor	HCV inh	TbPYK inhibitor	Shiga toxin inh	Pf growth 96h	Pf growth 48h
COc1ccc(/C=C/C(=O)Nc2ccc(C(N)=O)cc2)cc1OC	-1	1%	-29%	-2%	-11	14%	9%
CCn1cc(C(=O)O)c(=O)c2cnc(N3CCN(C(=S)NC(=O)c4ccc(Cl)cc4)CC3)nc21	2	14µM*	3%	-7%	-13	-1%	1%
COc1ccc(/C=N/NC(=O)c2ccc(Cl)cc2)cc1Cn1cc(Cl)cn1	7	-1%	-23%	0%	-7	?	6%
COc1ccc(-c2noc(CCC(=O)NCc3ccco3)n2)cc1	17*	2%	-16%	-5%	5	26%	24%
CCCn1cc(S(=O)(=O)c2ccccc2)c(=O)c2cc(CC)ccc21	-2	2%	-29%	1%	-1	?	-12%
CCCn1nnnc1SCC(=O)N1CCOCC1	2	-4%	0%	-8%	6	64%[activator]	14%
COc1ccccc1N(CC(=O)NCCSCc1ccccc1)S(C)(=O)=O	-5	2%	3%	5%&-1%	-8	?	-2%[0.00184 µM]
Cc1cc(C)n2nc(C(=O)OCCOc3ccc(Br)cc3)nc2n1	-2	9%	20%	3%	-4	·	4%
O=C(COC(=O)c1ccco1)NC1CCCCC1	22*	4%	23%	2%	17	·	2%
COc1cc(CNC2CCCC2)c(Br)cc1OC1CCCC1	-2	1%	?	-1%	3	?	?
COC(=O)c1cc(N2CCN(C)CC2)nc2ccccc12	-6	-3%	4%	5%	-10	-40%[1.15 µM]	-5%
Cc1nc2c(C#N)cnn2c2c1CCN2CC1CCCO1 (configuration not stated)	-1	2%	-4%	0%	-9	?	-13%
O=C(CSc1ncccn1)NCc1cccc(Cl)c1	42*	-3%	7%	5%	95*	285%[activator]	76%[activator]
Cn1c(/C=C/c2ccc(Br)cc2)c([N+](=O)[O-])c(=O)n(C)c1=O	-3	5%	?	-3%	-9	33%[activator]	9.3µM*
CCOC(=O)C1CCCN(CC(=O)NC2CC2)C1 (configuration not stated)	-3	-5%	·	5%	7	?	-2%
CC1CCC(NC(=O)CCN2C(=O)C3C4C=CC(C4)C3C2=O)CC1 (configuration not stated)	-3	-1%	10%	0%	-7	48%[activator]	10%
CCOCc1nnc(NC(=O)c2cc(OC)cc(OC)c2)s1	-2	-8%	-23%	-15%	-5	0%	7%
CNS(=O)(=O)c1cccc(C(=O)OCC(=O)NCCCc2ccccc2)c1	-3	7%	7%	-19%	-7	40%[activator]	5%
OCCN1CCN(CC(O)COC(c2ccc(F)cc2)c2ccc(F)cc2)CC1 (configuration not stated)	-6	-7%	?	18%	-8	-29%	-34%
Cc1cnc(C(=O)Nc2nnc(SCc3c(Cl)cccc3Cl)s2)cn1	-2	-5%	?	-1%	11	2.9µM*	2.6µM*
CCOC(=O)c1sc(NC(=O)CCc2ccc(OC)cc2)nc1C	10	2%	0%	2%	11	28%	-14%
O=C(COc1ccc(S(=O)(=O)N2CCOCC2)cc1Cl)NCC1CCCO1 (configuration not stated)	-8	-6%	2%	-4%	-3	?	2%
Cc1ccc(S(=O)(=O)N2CCC(C(N)=O)CC2)cc1[N+](=O)[O-]	-1	1%	11%	-1%	1	108%[activator]	16%
CC(=O)Nc1ccc(OC(F)(F)C(F)F)c(NC(C)=O)c1	-2	0%	24%	1%	-17	14%	·
NS(=O)(=O)c1ccc(CCNC(=O)Nc2ccc(Cl)cc2)cc1	11	-3%	?	1%	-12	3%	-6%
Additional records.
SMILES	Cycloheximide cs	LmPK inhibitor	HCV inh	TbPYK inhibitor	Shiga toxin inh	Pf growth 96h	Pf growth 48h
CC(C)c1ccc(S(=O)(=O)Nc2ccc(-n3cnnn3)cc2)cc1	·	·	2%	-4%	·	?	?
CCOc1ccccc1CNc1nnnn1C	-1	0%	-2%	1%	-19	0%	10%
O=C(c1ccco1)N1N=C(c2cccs2)CC1c1ccccc1O (configuration not stated)	-1	-2%	-1%	-6%	-3	?	8.3µM*
Cc1onc(-c2ccccc2)c1C(=O)NCCN1CCOCC1	1	0%	16%	7%	-6	208%[activator]	4%
Cc1ccc(O)c(CNc2nc3ccccc3[nH]2)c1	20*	0%	?	8%	31	?	?
O=C(O)c1cc(-c2ccccc2)n(-c2ccc(F)cc2)n1	-3	7%	-11%	3%	-2	-12%	·
COc1ccc(C2c3[nH]c4ccccc4c3CCN2C(=O)c2ccccc2C(C)=O)c(F)c1 (configuration not stated)	18*	-2%	-26%	-20%	29*	-18%	?
CCN1CCN(Cc2ccc(NC(=O)c3cc(NC(=O)c4ccc5n[nH]nc5c4)cc(OC)c3)cc2C(F)(F)F)CC1	-3	6%	-14%	4%	13	2.3µM*	4.1µM*
CCN(CC)S(=O)(=O)c1cccc(C(=O)OCC(=O)NCCN2C(=O)CSC2=O)c1	·	·	-2%	-5%	·	12%	46%[activator]
CC1CC(C)(C)NC(=S)N1CCC(=O)N1c2ccccc2CC1C (configuration not stated)	2	-5%	-15%	-1%	-16	5%	-1%
CCOc1ccccc1C(=O)OCC(=O)Nc1cc(Cl)ccc1Oc1ccccc1	5	0%	?	1%	-4	?	-17%
Cn1c(SCC(=O)O)nnc1-c1cccc(NC(=O)c2cccc3ccccc23)c1	1	1%	4%	?	-16	-17%	22%
CSc1nnc(Nc2ccccc2C)s1	16*	-28%	-7%	-2%	12	9.3µM*	·
O=C(NC(=S)Nc1sc2c(c1C(=O)O)CCCC2)c1ccccc1	12*	-1%	-3%	1%	21	0%	43%[activator]
COc1ccc(S(=O)(=O)N2CCCCCC2)cc1C(=O)N(C)CC(=O)Nc1ccccc1Br	·	·	?	0%	·	?	?
Cc1cc(C)n(-c2nc3ccccc3s2)n1	56*	-14%	-4%	2%	109*	13%	140%[activator]
O=C(CCn1cccn1)Nc1ccc2c(c1)OCCO2	57*	-8%	10%	-6%	92*	3%	98%[activator]
Cc1cccc(NC(=S)NNC(=S)NCc2ccccc2)c1	44*	7%	?	-17%	49	2%	·
Cc1cc(C(=O)Nc2cccc(C)c2C)c2ccccc2n1	0	0%	-5%	2%	-6	50%[activator]	94%[activator]
COc1ccc(C(=O)N(Cc2ccccc2)c2cccc(C)c2)c(OC)c1OC	-2	-9%	?	-9%	-25	?	0%
Cc1cc(O)c(C=O)c2c1C(=O)Oc1c(CO)c(O)c3c(c1O2)C(O)OC3=O (configuration not stated)	2	-7%	-8%	2%	12	60%[activator]	19%
Clc1ccccc1-c1ncnc2ccc(Br)cc12	19	13%[11.5 µM]	?	7%	-13	45%	7%
Cc1cc(SCC(=O)c2cccc([N+](=O)[O-])c2)nc(=O)[nH]1	35*	-12%	?	0%	80*	-20%	32%[activator]

Reformatted with each value named: part of the list above.
COc1ccc(/C=N/NC(=O)c2ccc(Cl)cc2)cc1Cn1cc(Cl)cn1
  Cycloheximide cs: 7 | LmPK inhibitor: -1% | HCV inh: -23% | TbPYK inhibitor: 0% | Shiga toxin inh: -7 | Pf growth 96h: ? | Pf growth 48h: 6%
COc1ccc(-c2noc(CCC(=O)NCc3ccco3)n2)cc1
  Cycloheximide cs: 17* | LmPK inhibitor: 2% | HCV inh: -16% | TbPYK inhibitor: -5% | Shiga toxin inh: 5 | Pf growth 96h: 26% | Pf growth 48h: 24%
CCCn1cc(S(=O)(=O)c2ccccc2)c(=O)c2cc(CC)ccc21
  Cycloheximide cs: -2 | LmPK inhibitor: 2% | HCV inh: -29% | TbPYK inhibitor: 1% | Shiga toxin inh: -1 | Pf growth 96h: ? | Pf growth 48h: -12%
CCCn1nnnc1SCC(=O)N1CCOCC1
  Cycloheximide cs: 2 | LmPK inhibitor: -4% | HCV inh: 0% | TbPYK inhibitor: -8% | Shiga toxin inh: 6 | Pf growth 96h: 64%[activator] | Pf growth 48h: 14%
